GRK2 aptamer HTS: human GRK2 inhibition via aptamer displacement | bead flow cytometry, FAM-aptamer displacement from GRK2 | inhibition of aptamer binding, % at 10 µM | 0.59% of 330,000 active;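 active means inhibition of aptamer binding above 40%, roughly 3 SD of noise, on plates passing a quality check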;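 further: median bead fluorescence of bound FAM aptamer so fluorescent compounds give negative values; no value below 0 was filed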
Target sequence (P25098 whole entry, looked up): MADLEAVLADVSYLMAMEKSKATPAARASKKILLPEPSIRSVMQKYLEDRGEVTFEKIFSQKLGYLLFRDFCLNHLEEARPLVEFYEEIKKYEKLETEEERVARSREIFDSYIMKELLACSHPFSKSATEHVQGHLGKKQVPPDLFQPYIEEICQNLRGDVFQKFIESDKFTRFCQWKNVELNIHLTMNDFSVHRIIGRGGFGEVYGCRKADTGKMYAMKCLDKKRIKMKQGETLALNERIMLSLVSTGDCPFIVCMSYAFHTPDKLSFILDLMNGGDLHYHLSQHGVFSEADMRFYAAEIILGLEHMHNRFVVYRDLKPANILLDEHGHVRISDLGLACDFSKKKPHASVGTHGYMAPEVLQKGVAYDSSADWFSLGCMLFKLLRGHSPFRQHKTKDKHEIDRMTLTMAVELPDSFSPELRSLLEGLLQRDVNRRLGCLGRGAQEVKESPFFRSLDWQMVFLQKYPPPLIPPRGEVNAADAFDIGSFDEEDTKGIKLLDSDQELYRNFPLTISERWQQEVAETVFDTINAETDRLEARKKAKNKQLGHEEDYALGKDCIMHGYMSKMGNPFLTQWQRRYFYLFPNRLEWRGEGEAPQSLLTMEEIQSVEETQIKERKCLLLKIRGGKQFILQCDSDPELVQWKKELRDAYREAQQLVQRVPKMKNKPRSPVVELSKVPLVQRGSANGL
Efflux pump inh: antifungal efflux pump inhibition, Nile Red retention. S. cerevisiae Candida pump triplex. inhibition, % at 10 µM. 0.44% of 330,000 active;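 active means plate passing quality check with inhibition over a set limit, or well fluorescence over plate mean plus 4 SD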;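 further: Nile Red retained in pooled yeast measured as flow cytometry median fluorescence; 0% = buffer negative control and 100% = Enniatin B positive control; higher means more Nile Red kept so more efflux inhibition; some compounds called inactive have numbers as strong as hits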
PME-1 inh: blocks human protein phosphatase methylesterase 1. inhibition, % at 5.9 µM. 0.53% of 320,000 active. AID 2130. recombinant PME-1, FP-Rh probe fluorescence polarization;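 active means inhibition above the campaign mean of all compounds plus 3 SD, cut at about 26% in these data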;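 further: competitive labeling of PME-1 active site by serine hydrolase directed probe; 0% = PME-1 with DMSO and 100% = wells lacking PME-1 enzyme; inhibitors block probe labeling so polarization falls and inhibition rises; many of its hits are not listed in these tables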
GLD-1 TGE inh: GLD-1-TGE RNA interaction inhibition (C. elegans). Q17339. purified GLD-1 + fluorescein TGE RNA, fluorescence polarization. inhibition, % at 5.96 µM. 0.44% of 320,000 active. AID 2280;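 active means percent inhibition above a per-plate cutoff, the plate mean of test compounds plus 3 SD, cut at about 30% in these data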;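 further: 0% = DMSO wells with GLD-1 and probe and 100% = wells lacking GLD-1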
MCL1-BIM inh: inhibitors of human MCL1 binding to BIM-BH3 peptide; GST-MCL1 / FITC-Bim-BH3 fluorescence polarization; inhibition, % at 10.9 µM; 0.68% of 320,000 active; AID 2057;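 active means inhibition above the mean inhibition of all tested compounds plus 3 SD, set per campaign, cut at about 40% in these data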;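 further: 0% = DMSO wells and 100% = unlabeled Bim-BH3 peptide control; higher means more loss of mP so more displacement of Bim peptide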
Target sequence (Q07820 whole entry, looked up): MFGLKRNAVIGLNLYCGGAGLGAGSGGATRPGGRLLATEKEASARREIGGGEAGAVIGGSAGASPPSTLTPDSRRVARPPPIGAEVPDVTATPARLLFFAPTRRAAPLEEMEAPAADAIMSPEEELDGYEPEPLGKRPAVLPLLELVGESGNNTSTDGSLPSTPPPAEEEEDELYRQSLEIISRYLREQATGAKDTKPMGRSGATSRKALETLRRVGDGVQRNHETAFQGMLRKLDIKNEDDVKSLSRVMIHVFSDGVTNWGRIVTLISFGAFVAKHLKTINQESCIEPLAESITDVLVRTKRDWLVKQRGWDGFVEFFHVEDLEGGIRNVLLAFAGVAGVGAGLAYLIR
VLA-4 inh: inhibition in a human VLA-4 binding assay | VLA-4 expressing cells, ligand binding flow cytometry | 0.2% of 330,000 active | AID 2557 | inhibition, % (about 7 µM as worked out from the volumes in the protocol); in the data active means inhibition above about 50%
Bcl-xL primary: Bcl-xL (human) inhibition. inhibition, % at 10.9 µM. AID 2129. GST-Bcl-xL / FITC-Bim BH3 peptide fluorescence polarization. 0.7% of 320,000 active;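 active means inhibition above the mean of all tested compounds plus 3 SD, cutoff set per campaign, cut at about 30% in these data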;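 further: 0% = DMSO wells and 100% = unlabeled Bim-BH3 peptide competitor; inhibitors lower millipolarization by displacing the labeled peptide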
MEX-5 binding: C. elegans MEX-5 TCR-2 RNA binding activity; Q9XUB2; MEX-5/FITC-TCR2 RNA binding, fluorescence polarization; hits give low values; activity score (negative = inhibition of binding), % at 10 µM; 0.38% of 300,000 active; AID 1832;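 active means inhibition past about -25% in most replicates, and total fluorescence under double the plate's negative control median, limit read from the data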;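 further: 0% = DMSO and -100% = 5 µM competing unlabeled TCR2 RNA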
Fam108B inh: counter-screen for RBBP9 inhibitors: inhibitors of mouse Fam108B; recombinant Fam108B, FP-Rh probe fluorescence polarization; inhibition, % at 9.51 µM; 0.33% of 300,000 active;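 active means inhibition above the screen mean inhibition plus 3 SD, computed separately per campaign, cut at about 18% in these data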;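 further: inhibitors lower polarization as less probe binds the enzyme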
* = called active by the depositor; x = not tested or not shown.

SMILES	GRK2 aptamer HTS	Efflux pump inh	PME-1 inh	GLD-1 TGE inh	MCL1-BIM inh	VLA-4 inh	Bcl-xL primary	MEX-5 binding	Fam108B inh
O=C1CCC(=O)N1c1ccc(NCc2ccccc2Cl)c([N+](=O)[O-])c1	0	-0.2	12	-10	9	5	-1	-17	5
O=C(c1ccco1)N1CCN(C2CCCC2)CC1	4	-0.2	2	-3	3	1	3	-0.3	-5
Cc1ccc(-c2nc(N)sc2CC(=O)OCC(=O)NC2CCCC(C)C2C)cc1 (stereo not given)	2	0.3	5	-1	7	-9	5	5.3	4
COc1ccccc1CN(Cc1cc2cc(C)ccc2[nH]c1=O)Cc1nnnn1Cc1ccco1	0	0.2	-7	6	14	-6	16	5.2	8
S=C(NCCSCc1ccc(Cl)c(Cl)c1)Nc1ccccc1	2	0.0	-33	8	8	-7	5	-1.1	-24
CC1CCCCN1C(=O)CSc1nnc(-c2ccc(Cl)s2)o1 (stereo not given)	2	-0.1	0	5	-19	6	-10	1.1	4
O=C(COc1ccc(Cl)cc1)Nc1ccc2c(c1)CCC2	3	-0.8	-4	4	-5	-12	-2	1.8	8
O=C(CN1C(=O)c2ccc([N+](=O)[O-])cc2C1=O)NC1CCCCCC1	4	0.0	-8	9	-5	4	-2	0.4	2
Cc1ccc(NC(=O)CSCC(N)=O)cc1C	0	0.0	2	3	2	6	2	-0.4	0
CCc1cc2c(cc3c(=O)n(CC(=O)N4CCN(C)CC4)ncn32)s1	0	0.2	8	-5	4	-8	2	0.3	5

The final two records of the part above lead into the next:
SMILES	GRK2 aptamer HTS	Efflux pump inh	PME-1 inh	GLD-1 TGE inh	MCL1-BIM inh	VLA-4 inh	Bcl-xL primary	MEX-5 binding	Fam108B inh
Cc1ccc(NC(=O)CSCC(N)=O)cc1C	0	0.0	2	3	2	6	2	-0.4	0
CCc1cc2c(cc3c(=O)n(CC(=O)N4CCN(C)CC4)ncn32)s1	0	0.2	8	-5	4	-8	2	0.3	5
Cc1ccc(NC(=S)NC(=O)C2CC2)c(C)c1	1	-0.2	7	7	15	1	5	-1.3	0
O=C(COC(=O)CCC(=O)c1ccc(Cl)cc1)NC1CC1	0	0.3	-4	-4	-2	27	6	-0.7	0
CN(CCO)c1cc(N2CCCCC2)c2nonc2c1[N+](=O)[O-]	0	0.0	4	1	2	-14	4	1.2	2
O=C(CNC(=O)c1ccc(Br)o1)NNC(=O)c1ccccc1F	2	0.1	4	-1	1	7	0	-5.5	1
CCCc1cc(=O)oc2cc(C)cc(O)c12	1	-0.1	-2	6	0	13	1	0.8	-1
O=[N+]([O-])c1cc([N+](=O)[O-])c2cccnc2c1Oc1ccccc1O	0	-0.4	0	6	18	32	11	-20	0
Cc1cc(C)n(CC(O)COc2ccccc2)n1 (stereo not given)	3	-0.1	-1	-4	-6	-1	-1	2.7	-3
CSc1sccc1/C=C(/C#N)C(=O)c1ccco1	7	-0.3	-12	-2	0	0	-1	-27*	0
COc1cccc2cc(CC(=O)c3cc(C)ccc3C)c(=O)oc12	3	0.1	-1	3	-1	0	4	-1.8	4
CC(=O)NC1(C(F)(F)F)NC(=O)N(C2CCCCC2)C1=O (stereo not given)	0	0.0	-2	1	2	15	5	1.3	-2
Cc1ccc(S(=O)(=O)N(C)C)cc1NC(=O)C(C)OC(=O)C1CCCCC1 (stereo not given)	0	-0.1	x	-3	x	6	x	x	x
CC(NC(=O)CN1C(=O)c2ccccc2C1=O)c1ccccc1 (stereo not given)	1	0.0	-3	-4	-7	14	3	-1.7	1
COc1cccc(CNC2CCCC2)c1	0	0.0	2	0	1	10	0	-1.2	-1
CCOC(=O)C1=C(COC(=O)c2cc(OC)c(OC)cc2[N+](=O)[O-])NC(=O)NC1C (stereo not given)	1	0.0	-4	9	-2	2	2	0.0	-1
CC(=O)Nc1ccc(C(=O)CN2CCN(c3ccccc3)CC2)cc1	0	-0.3	2	-3	-4	7	6	0.4	1
Cc1cc2nc(CCN(C(=S)NCC(C)C)C3CCCC3)[nH]c2cc1C	0	0.1	6	8	13	-2	13	0.3	1
O=C(COC(=O)/C=C/c1cccc(Cl)c1)Nc1cccc(S(=O)(=O)NC2=NCCC2)c1	0	-0.1	-3	3	0	3	2	x	x
O=C(Cn1ccc([N+](=O)[O-])n1)N1CCCCC1	1	0.3	-6	-5	2	-18	2	3.2	-6
CCCn1c(=S)[nH]c2cc(C(=O)N3CCN(C(=O)OCC)CC3)ccc2c1=O	0	0.0	4	-6	3	-3	-1	1.4	8
Cn1c(/C(C#N)=C/c2ccc(-c3ccc(S(N)(=O)=O)cc3)o2)nc2ccccc21	0	0.2	5	-84	-74	-96	-46	x	2
O=c1c(Cl)c(NCc2ccco2)cnn1C12CC3CC(CC(C3)C1)C2	0	-0.1	-4	-10	-3	4	0	-2.3	2
CCn1cc(C(=O)O)c(=O)c2cc(F)c(N3CCN(S(=O)(=O)c4ccc(NC(=O)OC)cc4)CC3)cc21	0	0.3	-4	-2	4	16	2	2.3	1
CC(C)[C@H](NC(=O)NCc1ccco1)C(=O)O	1	-0.1	-2	-7	-5	0	-1	-2.1	-2
Cc1ccc(C(=O)Cn2nc(C(=O)O)c3ccccc3c2=O)cc1C	0	0.0	-1	11	1	-9	6	-0.4	-1
Cn1cc(Cl)c(C(=O)N(Cc2ccccc2)c2ccccn2)n1	4	-0.1	0	6	3	21	-2	4.3	-2
Cc1cccnc1NC(=O)Cn1c(=O)oc2ccccc21	0	-0.2	-1	14	4	-3	2	-3.2	0
O=C(NN(C(=O)c1ccccc1)c1ccccc1)c1ccccc1	28	-0.1	4	5	5	11	7	-0.2	1
C#CCOCCOCCOCCNc1nc(N2CCOCC2)nc(N2CCN(C(=O)[C@H](CCCCN)n3cc([C@@H](N)CO)nn3)CC2)n1	0	-0.1	-8	-1	15	7	21	-7.5	1
CC(=O)Nc1ccc(-c2ccc3nnc(C)n3n2)cc1	0	0.2	1	-5	-3	3	-1	0.8	4
Cc1ccccc1-c1nnc(SCC(=O)N(CC(C)C)c2c(N)n(CC(C)C)c(=O)[nH]c2=O)n1C	0	-0.1	0	18	-7	5	-5	-2.5	0
O=C1C2C3C=CC(C3)C2C(=O)N1c1ccc(-c2nc3ccccc3c(=O)o2)cc1 (stereo not given)	2	0.0	-2	5	13	-2	9	-0.3	-6
O=C(CN1CCOCC1)Nc1ccc(S(=O)(=O)N2CCCCCC2)cc1	1	0.0	-1	4	-1	9	1	1.9	1
O=C(CSc1nccn1Cc1ccco1)Nc1ccccc1F	0	0.1	11	6	2	10	8	-0.5	-1
C=CCn1c(C)cc(C(=O)COc2ccc(C)nc2[N+](=O)[O-])c1C	1	0.0	-4	8	3	3	4	0.8	5
CC[C@@]1(C(=O)OC)N[C@H](CN(C)C(=O)NC(C)C)[C@@H]2C(=O)N(C)C(=O)[C@@H]21	1	-0.1	x	1	x	-12	x	x	x
Cc1ccc(Cn2c(N3CCNCC3)nc3c2c(=O)[nH]c(=O)n3C)cc1	1	-0.2	x	x	x	3	x	-1.7	x
Cc1ccc(S(=O)(=O)/N=C2/NC(=O)/C(=C/c3ccc(Br)o3)S2)cc1	7	0.3	-11	1	19	-8	13	x	-7
Cc1ccc(C(=O)Nc2c(C#N)c(C)c(C)n2Cc2ccccc2)cc1	0	-0.1	2	-1	3	21	4	-2.6	-6
CCOC(=O)c1c(NC(=S)Nc2ccc(OCC)cc2)sc2c1CCN(C)C2	1	0.1	4	-131	-13	-7	-9	x	-2
Cc1ccc(-n2c(SCC(=O)NCCC3=CCCCC3)nc3n[nH]c(C)c3c2=N)cc1Cl	0	-0.1	5	8	-1	-8	2	0.8	0
COC(=O)c1cc(S(=O)(=O)Nc2cc(S(=O)(=O)N(C)C)ccc2C)oc1C	0	-0.1	6	5	3	-1	6	-0.7	-1
Cc1cccc(C)c1NC(=O)CN1C(=O)C2CC=CCC2C1=O (stereo not given)	2	0.0	2	1	1	43	2	x	x
CC1(C)Cc2c(sc3ncnc(NNC(=S)NCc4ccccc4)c23)CO1	91*	0.0	15	-1	10	2	1	-0.6	-1
O=C(NC1CCCCC1)N1CCC(c2nc3ccccc3[nH]2)CC1	2	0.7	-1	1	5	2	9	1.9	3
O=C(O)CCCC(=O)NNc1ncnc2ccccc12	0	-0.4	1	0	8	-36	3	-3.0	0
COc1cc(CCC(=O)OCC(=O)Nc2ccccc2C#N)cc(OC)c1OC	0	-0.1	-6	5	1	-16	2	-0.3	-2
C=CCNC(=S)NNC(=O)c1cccc2ccccc12	2	0.1	-8	2	-1	23	0	0.0	-5
Cc1nc(SCc2cccc(C(=O)O)c2)nc2c1CCCC2	1	-0.1	-5	-5	-5	4	6	1.3	1
CC1CCCC(CC(=O)O)(CC(=O)O)C1 (stereo not given)	1	0.2	2	0	10	14	4	-1.7	1
COc1ccc(-n2ccc3ccccc32)cc1	0	-0.2	4	3	2	-5	0	-0.4	0

Other records follow.
SMILES	GRK2 aptamer HTS	Efflux pump inh	PME-1 inh	GLD-1 TGE inh	MCL1-BIM inh	VLA-4 inh	Bcl-xL primary	MEX-5 binding	Fam108B inh
Cc1cccc(C)c1N1C(=O)c2ccccc2C1=O	0	0.0	-4	6	4	-11	4	-0.7	2
O=C(COC(=O)c1ccccc1Br)NCC1CCCO1 (stereo not given)	0	0.2	x	11	x	9	x	x	x
O=C(O)c1ccc(N=Nc2c(O)[nH]c3ccc(Br)cc23)cc1	7	1.4	0	-3	-6	-33	1	-8.3	5
Cc1ccc(S(=O)(=O)N(CC(=O)N2CCC(C)CC2)c2ccccc2)cc1	4	0.0	0	-5	7	5	9	1.1	-3
Nc1nc(NCc2ccco2)nc(N2CCN(Cc3ccccc3)CC2)c1[N+](=O)[O-]	0	0.3	5	-2	-4	6	4	0.4	0

In the list so far, these contain an NH in an aromatic ring:
SMILES	GRK2 aptamer HTS	Efflux pump inh	PME-1 inh	GLD-1 TGE inh	MCL1-BIM inh	VLA-4 inh	Bcl-xL primary	MEX-5 binding	Fam108B inh
COc1ccccc1CN(Cc1cc2cc(C)ccc2[nH]c1=O)Cc1nnnn1Cc1ccco1	0	0.2	-7	6	14	-6	16	5.2	8
Cc1cc2nc(CCN(C(=S)NCC(C)C)C3CCCC3)[nH]c2cc1C	0	0.1	6	8	13	-2	13	0.3	1
CCCn1c(=S)[nH]c2cc(C(=O)N3CCN(C(=O)OCC)CC3)ccc2c1=O	0	0.0	4	-6	3	-3	-1	1.4	8
Cc1ccccc1-c1nnc(SCC(=O)N(CC(C)C)c2c(N)n(CC(C)C)c(=O)[nH]c2=O)n1C	0	-0.1	0	18	-7	5	-5	-2.5	0
Cc1ccc(Cn2c(N3CCNCC3)nc3c2c(=O)[nH]c(=O)n3C)cc1	1	-0.2	x	x	x	3	x	-1.7	x
Cc1ccc(-n2c(SCC(=O)NCCC3=CCCCC3)nc3n[nH]c(C)c3c2=N)cc1Cl	0	-0.1	5	8	-1	-8	2	0.8	0
O=C(NC1CCCCC1)N1CCC(c2nc3ccccc3[nH]2)CC1	2	0.7	-1	1	5	2	9	1.9	3
O=C(O)c1ccc(N=Nc2c(O)[nH]c3ccc(Br)cc23)cc1	7	1.4	0	-3	-6	-33	1	-8.3	5

Bioassay records from PubChem BioAssay.

Not all compounds are listed (hit frequency here may not be typical).
